# RMI FANCM FP: disruptors of RMI1/RMI2 association with MM2 peptide – biochemical, fluorescence polarization, human, primary screen | RMI core complex (RMI1/RMI2) binding to FANCM MM2 peptide, human | 0.58% of 70,000 active | FP signal (polarization) at 33 µM | RMI core complex with F-MM2 peptide; stronger effect = lower value; in the data active means FP signal below about 40; further: inactives centre near 61; strong numbers were not always called active; unit not given here
# * hit, by the source's call; & = joins results of further samples. These rows are one share of the data; count on the stated rates, not on these rows.
SMILES,RMI FANCM FP
Cc1nc2sc(-c3ccccc3)cc2c(=S)[nH]1,68
O=c1ccc(-c2ccncc2)nn1CCCNS(=O)(=O)c1ccc2c(c1)CCCC2,67
CSc1ccc(Cc2nnc(NC(=O)CCCS(=O)(=O)c3ccc(F)cc3)o2)cc1,65
CCOC(=O)C(=CNc1nnc(C)s1)C(=O)OCC,58
Cc1c(O)cccc1C(=O)N[C@@H](CSc1ccccc1)[C@H](O)CN1C[C@H]2CCCC[C@H]2C[C@H]1C(=O)NC(C)(C)C,66
CCOC(=O)c1sc(SCc2ccccc2)c(S(=O)(=O)C(C)C)c1-n1cccc1,64
O=C(NCCCN1CCOCC1)Nc1ccc(Cc2ccc(NC(=O)NCCCN3CCOCC3)cc2)cc1,56
CCOc1ccc(S(=O)(=O)Nc2ccc3c(c2)OCC(C)(C)C(=O)N3CCC(C)C)cc1F,68
COc1cccc2cc(-c3nnc(NC(=O)c4cc(Cl)ccc4Cl)o3)oc12,65
CCOC(=O)N/N=C\c1csnn1,54
CN(C)c1ccc(/C=N\n2cnnc2)cc1,66
O=C(NCCn1ncc2c(N3CCOCC3)ncnc21)c1cc2ccccc2o1,64
O=C(O)/C=C/c1nc2ccccc2s1,49
Cc1nc2nc[nH]n2c(=O)c1CCC(=O)O,61
Cc1cc(NC(=O)C(=O)NCC2CCN(C3CCCC3)CC2)no1,72
COc1ccc(Cl)c2sc(N3CCN(C(=O)c4ccc(F)cc4)CC3)nc12,63
O=C1CNC(=S)N1CCc1cnc[nH]1,52
N#Cc1cc(Br)c(OC(=O)COc2ccc(Br)cc2)c(Br)c1,59
COc1ccc(S(=O)(=O)Nc2ccc3nc(C)n(-c4ccc(Cl)cc4)c(=O)c3c2)cc1C,58
COc1ccc2c(c1)sc(=NC(=O)c1cccc(S(C)(=O)=O)c1)n2C,55

# Looked up one by one from the list above, six records:
SMILES,RMI FANCM FP
N#Cc1cc(Br)c(OC(=O)COc2ccc(Br)cc2)c(Br)c1,59
COc1cccc2cc(-c3nnc(NC(=O)c4cc(Cl)ccc4Cl)o3)oc12,65
Cc1nc2nc[nH]n2c(=O)c1CCC(=O)O,61
O=C(NCCn1ncc2c(N3CCOCC3)ncnc21)c1cc2ccccc2o1,64
CCOc1ccc(S(=O)(=O)Nc2ccc3c(c2)OCC(C)(C)C(=O)N3CCC(C)C)cc1F,68
O=C(NCCCN1CCOCC1)Nc1ccc(Cc2ccc(NC(=O)NCCCN3CCOCC3)cc2)cc1,56

# Additional entries.
SMILES,RMI FANCM FP
N#C/C(=C\c1ccc[nH]1)C(=O)NCc1ccncc1,55
NC(=S)N/N=C\c1ccccc1,54
CCC(=O)OC1(C(=O)CCl)[C@@H](C)C[C@H]2[C@@H]3CCC4=CC(=O)C=C[C@]4(C)[C@@]3(F)[C@@H](O)C[C@@]21C (stereo partly drawn),55
O=[N+]([O-])c1ccccc1S(=O)(=O)Nc1ccc(S(=O)(=O)Nc2nccs2)cc1,58
COc1ccccc1NC(=O)Cn1nc(C(C)C)c2cnn(C(C)(C)C)c2c1=O,70
CCOC(=O)c1c(-c2ccc(OC)cc2)csc1N,68
O=C(C1CCCCC1)N(CCn1cccn1)c1nc2ccccc2s1,64
CCOc1cn(C)c(C(=O)NCc2ccccc2Cl)cc1=O,61
O=C(NCC(c1cccs1)N1CCOCC1)NC1CCCCC1 (stereo not drawn),56
O=C(CCC1=NS(=O)(=O)c2ccccc2N1)N1CCCC1,62
O=C(CNC(=O)c1ccc(S(=O)(=O)N2CCOCC2)cc1)NNC(=O)Nc1ccc(Cl)cc1,54
Cc1cc(C(=O)Nc2ccc3sc(C)nc3c2)no1,54
O=C(NCCn1nc(-c2ccco2)ccc1=O)Nc1cccc(C(F)(F)F)c1,69
CCOc1ccc(-c2noc(-c3ccc(CS(=O)(=O)c4ccccc4)o3)n2)cc1OC,88
COc1ccc(OC(=O)Nc2csc(Cc3ccsc3)n2)cc1,60
O=C(Nc1nc(-c2ccccc2)c(-c2ccccc2)s1)c1ccc(C(=O)Nc2nc(-c3ccccc3)c(-c3ccccc3)s2)s1,39
COc1ccccc1-c1cc(=O)c2cc(NC(=O)c3ccccn3)ccc2o1,54
Cc1ccc2cc(F)ccc2c1,60
Oc1ccccc1C=Nc1ccccc1SCc1csc(-c2ccc(Cl)cc2)n1,50
CC(=O)c1sc(SCc2ccc(Cl)cc2)c2c1CC(C)(C)CC2=O,66
COc1ccc(CCNC(=O)CSc2nc(-c3cccs3)nc3c2c(=O)n(C)c(=O)n3C)cc1OC,58
Cc1cc(-c2nnc(NC(=O)CCc3ccccc3)o2)n(C)n1,70
O=C(Cc1ccc2c(c1)OCO2)Nc1nnc(-c2ccc(Br)s2)o1,67
CCCS(=O)(=O)C1=C(N)OC(c2ccccc2)=C(C#N)C1c1ccc(Cl)cc1 (stereo not drawn),54
COc1ccc(N2C(=O)/C(=C/c3cccnc3)SC2=S)c(OC)c1,58
COC(=O)c1sccc1Oc1ccc(C(F)(F)F)cc1NS(=O)(=O)c1ccc(C)cc1,53
COc1ccc(NC(=O)Cn2ncn3nc(-c4ccccc4)cc3c2=O)cc1OC,81
O=C(CCCS(=O)(=O)c1ccc(F)cc1)Nc1nc(-c2ccccc2)c(C(=O)c2ccccc2)s1,64
CS(=O)(=O)c1ccc2nc(NC(=O)CCCC(=O)O)sc2c1,61
CC(C)NC(=O)c1cc(-c2cccs2)on1,52
O=C(CC1CCCCN1S(=O)(=O)c1ccc(F)cc1)NCCC1=CCCCC1 (stereo not drawn),70
CCOc1cccc2sc(NC(=O)Cc3ccc4c(c3)OCO4)nc12,73
CCc1ccc(CC)c(S(=O)(=O)Nc2ccc(C(=O)OC)cc2)c1,60
CCOC(=O)/C(C#N)=C/c1ccc(OC)c(Br)c1,60
CN(C)CCCN(C(=O)c1ccnn1C)c1nc2c(Cl)cccc2s1,80
O=C(Nc1nc(C(=O)NCc2ccc(F)cc2)cs1)c1ccc(Cl)cc1,66
Cc1cc(NC(=O)c2cc([N+](=O)[O-])ccc2Cl)no1,61
O=C(Nc1nnc(-c2ccc3c(c2)OCCO3)o1)c1cccc(Cl)c1,49
Cc1coc(C)c1C(=O)NC1CCCC1,64
COc1ccc(Cl)cc1NC(=O)NCC(c1ccsc1)N1CCN(C)CC1 (stereo not drawn),65

# Exported field by field: part of the list above
> CCc1ccc(CC)c(S(=O)(=O)Nc2ccc(C(=O)OC)cc2)c1
  RMI FANCM FP: 60
> CCOC(=O)/C(C#N)=C/c1ccc(OC)c(Br)c1
  RMI FANCM FP: 60

# Additional compounds follow:
SMILES,RMI FANCM FP
CSc1cc(-c2nccs2)nn1C(C)=O,53
CCOc1ccc(NC(=O)c2cc3c(=O)n4ccccc4nc3n(CCN3CCOCC3)c2=N)cc1,59
O=C(Nc1nnc(-c2ccco2)o1)C1CCN(S(=O)(=O)c2ccc(Cl)cc2)CC1,53
CCOC(=O)C(NCCOC)(NC(=O)c1ccccc1Cl)C(F)(F)F (stereo not drawn),54
Nc1ccc(N2C(=O)c3ccccc3C2=O)c(Cl)c1,61
CCOC(=O)/C(C)=N\Nc1ccc(C(F)(F)F)cc1,63
O=c1[nH]cc(S(=O)(=O)Nc2ccc(Cl)c(Cl)c2)c(=O)[nH]1,54
CCc1ccc(/C=C2\SC(=S)N(CCC(=O)NCCCN3CCOCC3)C2=O)cc1,76
Fc1ccccc1-c1nnc(SCc2cccc(C(F)(F)F)c2)o1,70
CN(C)c1ccc(NC(=O)c2csc(Nc3ccccc3)n2)cc1,61
Cc1onc(-c2ccccc2Cl)c1C(=O)Nc1nnc(-c2ccco2)o1,70
O=[N+]([O-])c1cc(/C=N\Nc2ccccn2)cs1,54
COc1ccc(-c2csc(-c3cc(C)on3)n2)cc1,56
O=C(NCCCn1nc(-c2cccnc2)ccc1=O)c1ccc(Cl)cc1Cl,66
CCCc1cnc2c(c1SC(C(C)=O)C(=O)N(C)C)c(=O)n(C)c(=O)n2C (stereo not drawn),54
Cc1cc(C)c(C(=O)NCC2CCN(C(C)C)CC2)c(C)c1,81
CS(=O)(=O)c1ccc(-c2nnc(N)o2)cc1,67
O=c1[nH]nc(SCc2ccccc2Cl)n2nc(-c3cccs3)cc12,73
COc1cccc2cc(-c3csc(NC(=O)c4ccc([N+](=O)[O-])s4)n3)oc12,46
COC(=O)Cn1c(=NC(=O)c2cc3cc([N+](=O)[O-])ccc3s2)sc2c(C)cc(C)cc21,57
CCc1nnc(C2CCN(S(=O)(=O)CC)CC2)s1,61
Cc1cc2nc(NCc3ccccc3)sc2cc1C,63
CCOC(=O)c1oc2ccccc2c1NC(=O)c1cc(C)nn1CC,65
CC(N)C12CC3CC(CC(C3)C1)C2 (stereo not drawn),69&52
CCCOc1ccc(N2CCN(C(=O)c3cc(Cl)ccc3OC)CC2)nn1,62
CC(=O)c1ccc(NC(=O)CCCSc2nc(C)cc(C(F)(F)F)c2C#N)cc1,120
CC(=O)Nc1ccc(NS(=O)(=O)c2cccc3cccnc23)cc1,53
NC(=O)C1CCN(C(=O)C(=O)NC2CC2)CC1,52
O=C(NCc1ccccn1)C(=O)Nc1ccc2c(c1)CCCN2C(=O)c1cccs1,55
O=C(NCCN1CCn2cc(OCc3ccccc3)c(=O)cc2C1=O)c1cnccn1,63
COc1ccc(Cl)cc1C(=O)Oc1coc(CSc2nccn2C)cc1=O,52
COc1cc(OC)cc(C(=O)N2CCN(c3ccccn3)CC2)c1,61
CCOc1ccc(-n2cc(-c3ccccc3)c3c(SCC(=O)OCc4ccccc4)ncnc32)cc1,65
Cn1cc(C(=O)N2CCOCC2)cc(NC(=O)c2ccccc2)c1=O,63
CC(C)Oc1ccc(C(=O)NCC(c2ccsc2)N2CCc3ccccc3C2)cc1 (stereo not drawn),64
COc1ccc(NS(=O)(=O)c2c(C)noc2C)c(OC)n1,57
CS(=O)(=O)c1ccc2nc(NC(=O)c3ccc(N4C(=O)CCC4=O)cc3)sc2c1,55
CN(C)S(=O)(=O)c1ccc2c(c1)CCN2C(=O)c1cncc(Br)c1,68
NC(=O)c1ccsc1NC(=O)Cc1ccc(F)cc1,55
c1ccc(Cn2c(COc3ccc4ccccc4c3)nc3ccccc32)cc1,67

# Six structures already listed, arranged by heavy-atom count, low to high:
SMILES,RMI FANCM FP
NC(=O)C1CCN(C(=O)C(=O)NC2CC2)CC1,52
NC(=O)c1ccsc1NC(=O)Cc1ccc(F)cc1,55
CN(C)S(=O)(=O)c1ccc2c(c1)CCN2C(=O)c1cncc(Br)c1,68
CCOC(=O)c1oc2ccccc2c1NC(=O)c1cc(C)nn1CC,65
CCCOc1ccc(N2CCN(C(=O)c3cc(Cl)ccc3OC)CC2)nn1,62
CC(=O)c1ccc(NC(=O)CCCSc2nc(C)cc(C(F)(F)F)c2C#N)cc1,120

# The listing continues.
SMILES,RMI FANCM FP
Cc1cc(NC(=O)c2cc(C)oc2C)n(C)n1,49
COc1cn(CC(=O)Nc2cccc(F)c2)c(CN2CCN(c3ccccc3)CC2)cc1=O,54
CCOC(=O)c1sc(NC(=O)Cn2c(-n3nc(C)cc3C)nc(CC)cc2=O)c(C(=O)OCC)c1C,77
COc1ccc(-c2ccc(=O)n(CCCC(=O)N3CCCc4cc(C)ccc43)n2)cc1OC,73
O=C(Nc1ccc(N2CCOCC2)cc1)c1cccc(S(=O)(=O)N2CCCC2)c1,62
COc1ccc(-c2noc(CN3C(=O)COc4ccc(C(C)(C)C)cc43)n2)cc1OC,71
CCOC(=O)c1sc(NC(=O)c2sc3ccccc3c2Cl)nc1C,70
CCOC(=O)CSc1nnc(C(C)C)c2cnn(-c3ccc(F)cc3)c12,62
Nc1ncnc2c1nc(Sc1ccc(Cl)cc1)n2C1OC2COP(=O)(O)O[C@@H]2[C@@H]1O (stereo partly drawn),51
NCC(O)COc1ccc(Cl)cc1 (stereo not drawn),72
CCn1nc(C)cc1C(=O)N1CC(=O)Nc2ccccc21,68
CCn1nnc2c(NC3CCCCCCCCCCC3)ncnc21,72
O=C1Nc2ccc(F)cc2/C1=N\N1CCOCC1,53
COc1ccc2nc(-n3nc(C)cc3NC(=O)c3cc(C)on3)sc2c1,63
COc1cc2c(cc1OC)C1(O)C(=O)c3ccc(O)c(C(=O)O)c3OC1CO2 (stereo not drawn),58
O=C(Nc1nc(CCC(=O)N2CCN(c3ccccn3)CC2)cs1)NC1CCCCC1,62
O=C(Nc1ccc2c(c1)OCO2)c1c(O)c2ccccc2[nH]c1=O,63
C=CCN1C(=O)C(C)(C)COc2ccc(NS(=O)(=O)c3ccc(OC)c(OC)c3)cc21,65
COc1ccc(-c2cc(=O)c3ccccc3o2)cc1,54
CC1(C)CC(=O)c2c(nc(SCC(=O)Nc3nsc(-c4ccc(Cl)cc4)n3)c(C#N)c2-c2ccccc2)C1,134
O=C(CCCn1nc(-c2cccs2)ccc1=O)Nc1ccc(F)c(Cl)c1,65
COc1ccc(N2CCCS2(=O)=O)cc1NS(=O)(=O)c1ccccc1[N+](=O)[O-],61
O=C(Nc1ccccc1)Nc1nc(-c2ccc(F)c(F)c2)cs1,54
N#Cc1ccc(C(=O)NCC2CCN(C3CCCC3)CC2)cc1,76
CCn1c(=NS(=O)(=O)c2ccc(C)cc2)sc2c(C)cc(C)cc21,73
CCC(=O)N1CCc2ccc(NC(=O)c3ccc(F)cc3)cc2C1,71
O=C(CN1CCN(c2ccccc2)CC1)NC1C2CC3CC(C2)CC1C3 (stereo not drawn),68
COc1cc(OC)c(C(=O)CCCN2CCCC2)c(OC)c1,60&63
CC(=O)Oc1ccc2c(c1OC(C)=O)OCC1(O)Cc3c(cc(OC(C)=O)c(OC(C)=O)c3OC(C)=O)C21 (stereo not drawn),63
CC(=O)Nc1cc(=O)oc2ccc(NC(=O)c3ccc(F)cc3)cc12,67
CC1CN(S(=O)(=O)c2ccc(C(=O)Nc3cc(Cl)cc(Cl)c3Cl)cc2)CC(C)O1 (stereo not drawn),59
O=Cc1ccccc1OC(=O)c1ccccc1Br,63
CCOC(=O)c1sc(Nc2ccccc2)nc1C,65
COc1ccc(NC(=O)CCc2csc(NC(=O)c3ccc[nH]c3=O)n2)cc1Cl,68
CSc1ccccc1NC(=O)C(=O)NCCc1ccc(N2CCCC2)cc1,85
CCOc1ccc(NC(=O)CSc2cc(C)c3ccccc3n2)cc1,84

# Bioassay records (PubChem BioAssay)
